RmlCD inh 1536: M. tuberculosis RmlC/RmlD coupled enzyme inhibitors, primary screen, biochemical, compound mixtures, 384-well, from 1536-well plates; RmlC+RmlD coupled enzyme assay, percent inhibition; primary screen in compound mixtures; inhibition, % at 3.6 µM; 160,000 compounds, 0.03% hits; in the data active means inhibition mostly above about 34%, no sharp cut-off; inconclusive means no clear call, values can overlap the other calls; inactive means mostly below about 22%; further: some results filed as inactive read as strong as hits
Target sequence (P9WH09 whole entry, looked up): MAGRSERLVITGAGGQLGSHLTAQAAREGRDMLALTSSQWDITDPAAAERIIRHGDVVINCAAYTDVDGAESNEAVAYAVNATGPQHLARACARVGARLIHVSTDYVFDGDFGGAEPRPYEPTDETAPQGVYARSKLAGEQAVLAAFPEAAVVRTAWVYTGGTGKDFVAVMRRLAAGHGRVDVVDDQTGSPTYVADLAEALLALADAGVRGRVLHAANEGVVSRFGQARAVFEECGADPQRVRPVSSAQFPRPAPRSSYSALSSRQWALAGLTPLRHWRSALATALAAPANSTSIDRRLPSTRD
Target sequence (P9WH11 whole entry, looked up): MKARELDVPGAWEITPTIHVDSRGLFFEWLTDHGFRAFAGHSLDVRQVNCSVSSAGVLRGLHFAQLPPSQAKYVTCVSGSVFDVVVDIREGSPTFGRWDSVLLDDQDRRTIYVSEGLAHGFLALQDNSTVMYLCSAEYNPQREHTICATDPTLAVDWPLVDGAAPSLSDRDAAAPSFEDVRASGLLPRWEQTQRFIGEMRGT
GlmU inhibition: inhibition of mycobacterial GlmU enzyme – biochemical, glucosamine-1-phosphate acetyltransferase (AID 1376). Bifunctional protein GlmU (Mycobacterium tuberculosis (strain ATCC 25618 / H37Rv)). M. tuberculosis GlmU acetyltransferase enzyme assay; higher % means a stronger effect. inhibition, %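 (tested at 30 µM in the primary screen)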; hits with a dose series show IC50 in µM. 220,000 compounds, 0.25% hits; in the data active means inhibition above about 13%; inconclusive means no clear call, values can overlap the other calls;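 further: 0% = complete reaction with vehicle and 100% = reaction without substrate; strong numbers were not always called active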
Numbers without * were called inactive; ? = inconclusive; · = no result given.

SMILES | RmlCD inh 1536 | GlmU inhibition
O=C(CN(C(=O)CNC(=O)c1ccco1)c1ccc2c(c1)OCCO2)NC1CCCC1 | 3.5 | 2.2%
Cc1ccc2c(c1)C1CN(C)CCC1N2C(=O)Cc1cccs1 (stereo not given) | 26.1 | 2.5%
O=C1OC(c2ccccc2)C2(CCCC2)C(=O)C12CCCC2 (stereo not given) | · | 0.9%
COc1ccc(NC2=C(C(C)=O)C(c3ccccc3)C(C(C)=O)C(C)(O)C2)cc1 (stereo not given) | -9.6 | 7.9%
Cn1c(=N)n(CC(=O)c2ccc(Br)s2)c2ccccc21 | -5.5 | ·
COc1cc2c(cc1OC)C1=CC(=O)C(=O)N1C(C)(C)C2 | 7.9 | -0.6%
CCCCCCNc1nc(Cl)nc(NC(C)(C)CO)n1 | 15.3 | 1.5%
Cn1nc(C(=O)Nc2sc3c(c2C#N)CCCC3)ccc1=O | -8.8 | -1.1%
CCOC(=O)c1cccc(NC(=O)CSc2nnc(-c3cccnc3)n2C)c1 | -4.8 | 3.3%
CSc1nc(-c2ccco2)cc(-c2ccccc2)c1C#N | 15.5 | -2.5%
C=C(C)C1CC=C(C)/C(=N/NC(=O)c2ccccc2[N+](=O)[O-])C1 (stereo not given) | 2.1 | -3.0%
CCCNC(=O)CC1Sc2ccccc2NC1=O (stereo not given) | · | 0.0%
CCS(=O)c1ccccc1C(=O)O (stereo not given) | -13.3 | -5.5%
CC(C)(O)CCc1c(-c2ccc(O)cc2O)oc2c3c(cc(O)c2c1=O)OC(C)(C)C=C3 | · | -0.9%
CCN1CCN(CC(=O)c2c(C)n(Cc3ccccc3)c3ccc(OC)cc23)CC1 | · | 2.5%
O=C(Nc1ccc(OCC(F)(F)C(F)F)c(C(F)(F)F)c1)c1ccccc1O | -0.6 | 1.6%
CCc1nnc(NC(=O)CSc2nnc(COc3ccc(C)cc3)n2-c2ccccc2)s1 | · | 0.8%
Cc1cc(Cl)ccc1NC(=S)NCc1ccc(S(N)(=O)=O)cc1 | · | 1.1%
O=C(N[C@@H](c1ccccc1)[C@H](O)c1ccccc1)[C@@H]1CCCN1C(=O)OCc1ccccc1 | · | 4.8%
CCOC(=O)c1ccc(Nc2cc3ccccc3c(=O)[nH]2)cc1 | · | -2.0%
Cc1cc(C)n(-c2nc3ccccc3c(=O)n2OCC(=O)N(C)C)n1 | · | 2.2%
Cc1nnc(C)c2c(C)n(-c3ccc(Br)cc3)c(C)c12 | -4.5 | 2.6%
Cc1nn(CC(=O)Nc2ccc(Cl)cn2)c(C)c1Br | 2.4 | 2.5%
Cc1onc(-c2ccccc2)c1-c1nc2cc(Cl)ccc2c(=O)o1 | · | 1.8%
Cc1ccc(C(=O)NC(=S)NCCN2CCOCC2)cc1 | -6.7 | -2.7%
SMILES | RmlCD inh 1536 | GlmU inhibition
O=C(O)/C=C/C(=O)N1CCN(S(=O)(=O)c2cc(C(F)(F)F)ccc2Cl)CC1 | 12.0 | -1.0%
COc1ccccc1NC(=S)NNC(=O)c1c(Cl)c(C)nn1C | 11.9 | -4.5%
O=C1CCN(C(=S)NCc2ccccc2)CC1 | 6.4 | 0.3%
OC1(c2cccc(C(F)(F)F)c2)CCNCC1 | · | -8.1%
O=C(Cn1ncc(N2CCCC2)c(Cl)c1=O)c1ccc(Cl)cc1 | 14.5 | 0.1%
Fc1ccccc1C1c2[nH]c3ccccc3c2CCN1CCCn1cccn1 (stereo not given) | · | -6.1%
COc1cccc(C(=O)Nc2nnc(Cc3ccc(OC)c(OC)c3)s2)c1 | ? | -0.5%
O=C(COC(=O)c1nc(Cl)ccc1Cl)NCc1ccccc1 | · | -2.2%
O=C(Oc1ccc(OC(=O)c2ccco2)c(S(=O)(=O)c2ccc(Cl)cc2)c1)c1ccco1 | · | 0.7%
COc1ccc(C(=O)OCN2C(=O)c3ccccc3C2=O)cc1 | · | -1.5%
CCOC(=O)c1c(N2C(=O)CC(Sc3ccccc3C(=O)O)C2=O)sc2c1CCCC2 (stereo not given) | -0.6 | -3.1%
CC(Sc1nc(N2CCCCC2)c2c(c1C#N)CCCC2)C(=O)O (stereo not given) | · | 12.8%
COc1ccccc1N(CC(=O)NC(C)C)S(=O)(=O)c1cccs1 | 29.3 | -6.6%
Cc1ccc(CCN2CC(C(=O)NCCN3CCOCC3)CC2=O)cc1 (stereo not given) | 10.3 | 1.8%
CC(=O)NS(=O)(=O)c1ccc(NC(=S)NC(=O)C(C)C)cc1 | -7.8 | -2.9%
CC(C)=CCCC1=CCC2C(=O)NNC(=O)C2C1 (stereo not given) | · | 3.7%
CC1(C)C(=O)C2(CCCCC2)C(=O)OC1c1cccs1 (stereo not given) | · | -0.8%
CCCCNc1c(C(=O)OCC)c(C)nc2c1cnn2CC | · | 1.6%
CC1(C)CC(=O)C2=C(C1)N(c1ccc(F)cc1)C(=O)CC2c1ccsc1 (stereo not given) | -2.7 | 9.2%
CN(CCOC(=O)C1c2ccccc2Oc2ccccc21)C(C)(C)C | · | 6.0%
CC1CCCC(C(=O)O)N1C(=O)CCS (stereo not given) | · | 0.8%
O=C(Nc1ccc2c(c1)CCC2)c1cccs1 | 5.6 | 7.9%
COc1ccc(Cc2nnc(SCC(=O)NC3CCCCC3)n2C)cc1 | 8.6 | 1.6%
CC(=O)c1ccc(-n2nnnc2SCC(=O)Nc2sc(C)c(C)c2C#N)cc1 | -9.7 | 4.9%
CCc1cccc(N(C)C(N)=Nc2cccc3ccccc23)c1 | · | 2.1%

Pulled by compound from the entries so far:
SMILES | RmlCD inh 1536 | GlmU inhibition
COc1ccccc1N(CC(=O)NC(C)C)S(=O)(=O)c1cccs1 | 29.3 | -6.6%
COc1cc2c(cc1OC)C1=CC(=O)C(=O)N1C(C)(C)C2 | 7.9 | -0.6%
CC(=O)NS(=O)(=O)c1ccc(NC(=S)NC(=O)C(C)C)cc1 | -7.8 | -2.9%

More records follow.
SMILES | RmlCD inh 1536 | GlmU inhibition
CC(C)(C)c1nnc(NC(=O)c2cccnc2Cl)s1 | · | -1.0%
CCNC(=O)/C(=C/c1ccco1)NC(=O)/C=C/c1ccccc1 | 2.0 | 0.2%
CC(CCc1ccccc1)NC(=O)C1CCCN(C(=O)c2cc3sccc3n2C)C1 (stereo not given) | · | 5.8%
CCOC(=O)Nc1sc(NS(=O)(=O)c2ccc(C)cc2)nc1C | 9.0 | 2.1%
CCOc1ccc(N2C(=O)CC(NCCc3ccc(S(N)(=O)=O)cc3)C2=O)cc1 (stereo not given) | · | 1.0%
COc1cc(C)nc(N(C)S(=O)(=O)c2ccccc2Cl)n1 | ? | -1.9%
O=C1OC(NC(=O)c2ccccc2)C(N2CCOCC2)=C1Cl (stereo not given) | 10.3 | 7.0%
COc1ccc(N2CCCn3c2nc2c3c(=O)n(Cc3ccccc3F)c(=O)n2C)c(OC)c1 | 9.7 | 0.6%
COc1ccc(CN2CN=C(Nc3nc4ccccc4s3)NC2)cc1 | -6.5 | -3.8%
CCc1nc(-n2[nH]c(=O)c3ccccc3c2=O)c2c3c(sc2n1)CCCC3 | · | 4.0%
Cc1cccc(N=C2NC(=O)/C(=C3/C(=O)N(C)c4ccccc43)S2)c1C | 9.8 | 1.3%
CC(=O)NCC(=O)N1CCCC(C(=O)c2ccc(Oc3ccccc3)cc2)C1 (stereo not given) | · | -1.3%
CC(C)NCC(O)c1cc(O)cc(O)c1 (stereo not given) | · | -0.8%
CN(C)CCCNC(=O)CC(c1ccc(F)cc1)c1ccco1 (stereo not given) | 9.3 | 3.4%
COc1ccc(Cl)cc1NC(=O)NCCN1CCNC1=O | 13.7 | 3.5%
CC(=O)Nc1ccc(Nc2cc(C)nc3c(-c4ccc(Cl)cc4)c(C)nn23)cc1 | · | 4.7%
S=c1sc2c(Cl)ncnc2n1-c1ccccc1 | 1.9 | 2.2%
CSc1cc(-c2ccc(Cl)cc2)n(Cc2ccccc2)c(=O)c1C#N | 5.3 | 5.8%
CN1CCN(NC(=O)c2cc(-c3ccccn3)nc3ccccc23)CC1 | 13.7 | -1.1%
Clc1ccc(Cc2ccc(SCc3ccccc3)nn2)c(Cl)c1 | 7.3 | -3.8%
CCOC(=O)C1=NNC(C(=O)c2ccccc2)C1c1ccc(Cl)cc1 (stereo not given) | 1.0 | 8.8%
O=C1CC[C@@]2(O)[C@H]3Cc4ccc(O)c5c4[C@@]2(CCN3CC2CC2)[C@H]1O5 | · | -1.8%
CCOC(=O)c1ccc(NC2c3ccccc3C(=O)N2c2cccnc2)cc1 (stereo not given) | · | 1.0%
COc1ccc(C(=O)N2CCC(C(=O)Nc3cccc(C)c3)CC2)cc1OC | ? | 4.3%
COc1cc(C(CCN2CCCC2)c2c(OC)cc(OC)c3c(-c4ccccc4)cc(=O)oc23)cc(OC)c1OC (stereo not given) | · | -4.6%
SMILES | RmlCD inh 1536 | GlmU inhibition
CCCCCCn1c(=O)c(F)cn(Cc2ccc(OC)c([N+](=O)[O-])c2)c1=O | 10.6 | -3.1%
COc1ccc(NS(=O)(=O)c2ccc3oc(Nc4ccc5c(c4)OCCO5)nc3c2)cc1 | -0.8 | 4.3%
CC(C)(C)NC(=O)NC(=O)CSc1nnc(-c2ccccc2F)n1N | · | 2.6%
O=C(C1CC(=O)N(C2CCCC2)C1)N1CCN(c2ccc(F)cc2)CC1 (stereo not given) | · | -2.8%
CC(C)CC1NC(=O)N(CC(=O)N2c3ccccc3NC(=O)C2(C)C)C1=O (stereo not given) | 6.3 | 0.8%
CC12CC(c3ccccc3O1)N(C(=O)c1ccco1)C(=S)N2c1ccccc1 (stereo not given) | · | 2.6%
Cc1[nH]c2ccccc2c1C(c1ccncc1)N1CCCCC1 (stereo not given) | 7.2 | -0.1%
O=C(NC1CCCCCCC1)C1CCCN(S(=O)(=O)c2cnc[nH]2)C1 (stereo not given) | 5.8 | -0.5%
COc1ccc(C(=O)NCC(=O)N2CCCCC2)cc1OC | -14.5 | -4.9%
O=C(NCCN1C(=O)CCC1=O)c1ccncc1 | -22.8 | 2.0%
O=C1CN(O)C=C2N=c3ccccc3=C2N1c1ccc([N+](=O)[O-])cc1 | -10.2 | -4.0%
COC(=O)C(NC(=O)c1ccc(Cl)cc1)(Nc1nc(C)cs1)C(F)(F)F (stereo not given) | · | 0.8%
CCOC(=O)CSc1nnc(-c2ccoc2C)n1-c1ccc(C)cc1 | · | 3.2%
COc1ccc2oc(C(=O)NC(C)(C)C)c(C)c2c1 | -7.8 | -0.7%
CC(=O)Nc1ccc(S(=O)(=O)Nc2nc3ccccc3nc2Nc2ccc(S(N)(=O)=O)cc2)cc1 | 26.6 | -3.2%
COc1ccc2nc(Cl)c(C3CC(c4ccco4)=NN3C(=O)CCCC(=O)O)cc2c1 (stereo not given) | 13.9 | -3.2%
CCc1ccc(OCC(=O)NCCOc2ccccc2)cc1 | · | 1.2%
COc1cccc(N2CCN(C(=O)c3nc4nc(C)cc(C)n4n3)CC2)c1 | 10.2 | -5.9%
COc1cccc(NC(=O)N2CCC(C(=O)Nc3ccc(C)cc3C)CC2)c1 | -3.4 | 5.1%
CCC(C)Nc1nc(Cl)nc(N(C#N)CN2C(=O)c3ccccc3S2(=O)=O)n1 (stereo not given) | -7.4 | -0.3%
O=C(Nc1ccc2nc(-c3ccc(Br)o3)[nH]c2c1)c1ccco1 | · | -3.8%
CC(=O)N1CCc2cc(Br)cc(S(=O)(=O)CCC(=O)Nc3c(C)n(C)n(-c4ccccc4)c3=O)c21 | 1.5 | 1.4%
Clc1ccc(OCCn2cnc3ccccc32)c(Cl)c1 | · | 2.1%
COc1cc(C(=O)NCc2ccc(-c3nc4ccccc4s3)cc2)cc(OC)c1OC | 6.3 | 1.2%
CCc1n[nH]c(=S)n1/N=C/c1ccc(N(CC)CC)cc1 | -10.9 | 6.7%
SMILES | RmlCD inh 1536 | GlmU inhibition
CCN(C(=O)CSc1cc(C)c2cccc(C)c2n1)C1CCS(=O)(=O)C1 (stereo not given) | 5.1 | 0.7%
Cc1ccc(NC(=O)c2cc(N3CCOCC3)nc3ccccc23)cc1 | 4.9 | -2.4%
O=C(Nc1ccc(S(=O)(=O)Nc2nccs2)cc1)c1cc(-c2ccncc2)nc2ccccc12 | 60.7 | 1.0%
CCC(=O)Nc1c(C#N)c2nc3ccccc3nc2n1C1CCCCC1 | 68.4 | 4.4%
O=C(N/N=C/c1ccco1)C12CC3CC(CC(C3)C1)C2 | -11.9 | 3.3%
CC[N+](CC)(CC)CCCOC(=O)C(O)(c1ccccc1)C1CCCCC1 (stereo not given) | 0.5 | -1.3%

Gathered by group, the compounds so far with fluorine
SMILES | RmlCD inh 1536 | GlmU inhibition
O=C(Nc1ccc(OCC(F)(F)C(F)F)c(C(F)(F)F)c1)c1ccccc1O | -0.6 | 1.6%
O=C(O)/C=C/C(=O)N1CCN(S(=O)(=O)c2cc(C(F)(F)F)ccc2Cl)CC1 | 12.0 | -1.0%
OC1(c2cccc(C(F)(F)F)c2)CCNCC1 | · | -8.1%
Fc1ccccc1C1c2[nH]c3ccccc3c2CCN1CCCn1cccn1 (stereo not given) | · | -6.1%
CC1(C)CC(=O)C2=C(C1)N(c1ccc(F)cc1)C(=O)CC2c1ccsc1 (stereo not given) | -2.7 | 9.2%
COc1ccc(N2CCCn3c2nc2c3c(=O)n(Cc3ccccc3F)c(=O)n2C)c(OC)c1 | 9.7 | 0.6%
CN(C)CCCNC(=O)CC(c1ccc(F)cc1)c1ccco1 (stereo not given) | 9.3 | 3.4%
CCCCCCn1c(=O)c(F)cn(Cc2ccc(OC)c([N+](=O)[O-])c2)c1=O | 10.6 | -3.1%
CC(C)(C)NC(=O)NC(=O)CSc1nnc(-c2ccccc2F)n1N | · | 2.6%
O=C(C1CC(=O)N(C2CCCC2)C1)N1CCN(c2ccc(F)cc2)CC1 (stereo not given) | · | -2.8%
COC(=O)C(NC(=O)c1ccc(Cl)cc1)(Nc1nc(C)cs1)C(F)(F)F (stereo not given) | · | 0.8%

An excerpt (hit frequency here may not be typical).
